High-throughput results deposited in PubChem BioAssay by National Center for Advancing Translational Sciences (NCATS).
D3 antag – qHTS of D3 Dopamine Receptor Antagonist: qHTS; D(3) dopamine receptor (Homo sapiens), P35462; D3R cells, DiscoveRx beta-arrestin luminescence, antagonist mode; active compounds read low; max response, negative = inhibition, %; actives 2.5% (n = 360,000); in the data active = max response below about -50%; inconclusive = no clear call, values can overlap the other calls; note: % is set by controls: 0 for no effect and ±100 for the full control effect; mostly tested at two doses, the higher about 12 µM
Target sequence (P35462 whole entry, looked up): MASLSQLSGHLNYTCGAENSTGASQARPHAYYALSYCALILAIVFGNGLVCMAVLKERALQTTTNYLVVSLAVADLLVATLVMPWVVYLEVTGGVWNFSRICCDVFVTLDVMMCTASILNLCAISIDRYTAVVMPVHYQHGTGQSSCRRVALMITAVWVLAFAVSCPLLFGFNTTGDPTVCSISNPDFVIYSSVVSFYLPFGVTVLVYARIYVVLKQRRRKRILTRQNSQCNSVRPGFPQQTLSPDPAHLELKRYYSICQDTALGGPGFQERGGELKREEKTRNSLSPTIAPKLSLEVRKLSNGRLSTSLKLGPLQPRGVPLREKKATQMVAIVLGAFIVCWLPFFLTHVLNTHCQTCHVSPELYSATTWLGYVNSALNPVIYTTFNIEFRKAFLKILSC
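Cells expressing the human receptor were seeded at 1500 cells/well, incubated overnight at 37 degrees C in 5% CO2, then exposed to library compounds with dopamine controls for 90 minutes at 37 degrees C before luminescent detection.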
KB-3-1 tox – qHTS assay for MDR1-selective chemotherapeutics: Primary screen using the parental adenocarcinoma cell KB-3-1 | KB-3-1 viability, CellTiter-Glo ATP luminescence, 72 h | Potency, µM (doses to about 46.1 µM), without a hit: at the highest dose activity change, negative = cytotoxic, actives largely listed as cytotoxic | AID 1347075, 2019 | actives 1.4% (n = 400,000); note: potency is the fitted concentration of half-maximal effect; % is set by controls: 0 for no effect and ±100 for the full control effect; nearly all actives have a fitted effect of over 60% in size
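Cytotoxicity in the drug-sensitive parental line KB-3-1 was scored as loss of CellTiter-Glo luminescence following 72 h incubation with compound. Values come from curve fitting of normalized concentration-response data.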
SW480 rerep – A quantitative high throughput screen for small molecules that induce DNA re-replication in SW480 colon adenocarcinoma cells. actives 1.8% (n = 340,000). SW480 DNA re-replication, Hoechst DNA content imaging, 48 h. Potency, µM (titrated, usually from 46.1 µM), without a hit: top-dose re-replication activation, usual class: activators; note: potency is the fitted concentration of half-maximal effect; % of control where 0% means no effect; nearly all actives have a fitted effect of over 55% in size
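Image-based DNA-content assay: after two days of treatment, nuclei were labelled with the DNA dye Hoechst and imaged, and hits were compounds raising the count of nuclei showing high fluorescence intensity.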
IL-1B inflam inh – qHTS for Inhibitors of Inflammasome Signaling: IL-1-beta AlphaLISA Primary Screen; THP-1 LPS/ATP IL-1B secretion, AlphaLISA, 16 h; active compounds read low; activity change, % at 57.5 µM; actives 4.7% (n = 360,000); AID 743279, 2014; in the data active = activity change below about -50%; inconclusive = mostly about -30% to -49%; note: % is set by controls: 0 for no effect and ±100 for the full control effect
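THP-1 cells pretreated 1 hr with compounds (up to 57.5 uM final), then stimulated with LPS (250 ng/mL final) plus ATP (1.25 mM final); secreted IL-1B measured by AlphaLISA after 16 hr, decreased signal indicating inhibition.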
DRD3 agonist – qHTS of D3 Dopamine Receptor Agonist: qHTS; D(3) dopamine receptor (Homo sapiens), P35462; D3R DiscoveRx beta-arrestin cells, luminescence, 90 min; max activation, %; actives 0.58% (n = 410,000); in the data active = max activation above about 30%; note: 0% is about no effect; mostly tested at two doses, the higher about 12 µM
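Agonist-mode cell screen: cells plated at 1500/well and incubated overnight at 37 °C, then exposed to library compounds for 90 min at 37 °C. Detection reagent was added for 30–60 min at room temperature, and luminescence was read.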
HT1080 IDH1KD tx – qHTS for induction of synthetic lethality in tumor cells producing 2HG: qHTS for the HT-1080-IDH1KD cell line; actives 2% (n = 360,000); AID 686971, 2013; HT-1080 IDH1 knockdown viability, ATP luminescence, 48 h; Potency, µM (doses to about 46.1 µM), for inactives: at the highest dose activity, negative = toxicity, most hits filed as cytotoxic;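 note: potency is the fitted concentration of half-maximal effect; 0% = DMSO wells and -100% = cell-free medium wells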
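Cytotoxicity counter-line: IDH1KD HT-1080, 48 h, CellTiter-Glo. Curves classed by r2, magnitude and activity.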
KB-V1 MDR tox – qHTS assay for MDR1-selective chemotherapeutics: Primary screen using the drug-selected MDR subline cells KB-V1; KB-V1 MDR cells viability, CellTiter-Glo, 72 h; Potency, µM (doses to about 46.1 µM), without a hit: top-dose activity change, negative = cytotoxicity, actives largely listed as cytotoxic; actives 3.4% (n = 400,000); AID 1347076, 2019; note: potency is the fitted concentration of half-maximal effect; % is set by controls: 0 for no effect and ±100 for the full control effect; nearly all actives have a fitted effect of over 60% in size
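In this primary screen, KB-V1 cells overexpressing P-gp are incubated with library compounds (lowest to highest concentration) for 72 h at 37 degrees C before a luminescent ATP viability read.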
HT1080-NT tox – qHTS for induction of synthetic lethality in tumor cells producing 2HG: qHTS for the HT-1080-NT fibrosarcoma cell line | HT-1080-NT fibrosarcoma viability, CellTiter-Glo ATP luminescence, 48 h | Potency, µM (highest dose often 46.1 µM), without a hit: top-dose activity, negative = less viability, usual class: cytotoxic | actives 1.6% (n = 360,000) | AID 686970, 2013;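 note: NT is the 2HG producing partner of a matched IDH1 knockdown line; potency is the fitted concentration of half-maximal effect; 0% = DMSO-treated cells and -100% = media-only wells without cells; nearly all actives have a fitted effect of over 55% in size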
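Compounds were tested in concentration-response format on HT-1080-NT cells for 48 hours at 37 degrees C. Cell viability came from CellTiter-Glo luminescence; curves were classified by r2, response magnitude and activity.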
GLP1R ag – qHTS of GLP-1 Receptor Agonists; Glucagon-like peptide 1 receptor (Homo sapiens), P43220; HEK293 GLP-1R CRE-luciferase, luminescence, 4-6 h; cells express a hypersensitive GLP-1R form; Potency, µM (titrated, usually from 45.6 µM), inactives show at the highest dose activation, most hits filed as activators; actives 0.007% (n = 380,000); AID 624172, 2012; note: potency is the fitted concentration of half-maximal effect; % of control where 0% means no effect
Target sequence (P43220 whole entry, looked up): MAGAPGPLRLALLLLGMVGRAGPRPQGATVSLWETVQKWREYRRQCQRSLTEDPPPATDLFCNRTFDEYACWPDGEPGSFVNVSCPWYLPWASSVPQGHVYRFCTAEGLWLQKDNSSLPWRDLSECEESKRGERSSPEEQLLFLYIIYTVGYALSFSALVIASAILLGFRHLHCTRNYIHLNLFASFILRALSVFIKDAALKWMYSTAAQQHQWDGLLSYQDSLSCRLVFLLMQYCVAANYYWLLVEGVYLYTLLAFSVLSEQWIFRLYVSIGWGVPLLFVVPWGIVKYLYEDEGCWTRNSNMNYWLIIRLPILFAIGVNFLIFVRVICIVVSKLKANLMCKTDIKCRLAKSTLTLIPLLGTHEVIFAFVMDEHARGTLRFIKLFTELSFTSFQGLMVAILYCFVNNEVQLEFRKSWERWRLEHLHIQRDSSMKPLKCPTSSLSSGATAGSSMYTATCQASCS
* = called active by the depositor; i = inactive; ? = inconclusive; · = no result given; [ ] = remark or other dose. Unless noted, calls come from the whole dose curve; as a rule, active = well fitted curve in the direction sought with a large enough effect; inconclusive = small, poorly fitted or top-dose-only effect, or another doubt; inactive = no such curve, though single readings can be large; an effect the other way counts as inactive or inconclusive.

SMILES	D3 antag	KB-3-1 tox	SW480 rerep	IL-1B inflam inh	DRD3 agonist	HT1080 IDH1KD tx	KB-V1 MDR tox	HT1080-NT tox	GLP1R ag
NC(=O)COC(=O)CN1C(=O)C2CCCCC2C1=O (stereo not drawn)	9.7	2.4%	-4.4%	11.8	5.3	4.8%	-3.4%	1.5%	-11.0%
CCc1nc2ccc(Cc3ccc4nc(CC)[nH]c4c3)cc2[nH]1	3.7	?	3.26µM*	-10.4	-13.5	-0.7%	7.6%	-18.9%	-3.4%
NC(=O)C1(Nc2ccc(-c3ccc(Cl)cc3)cc2)CCCC1	-7.4	?	2.7%	4.8	-10.0	-24.0%	12.3%	-0.8%	2.8%
OC1(c2ccc(F)cc2)CCN(Cc2ccccc2)C1 (stereo not drawn)	-28.8	1.9%	0.3%	-0.1	-22.7	?	-16.4%	-4.3%	-0.1%
Cc1ccc(S(=O)(=O)NCCCCCC(=O)Nc2nccs2)cc1	-7.3	0.3%	-0.5%[9.22 µM]	10.9	-2.9	-2.9%	-28.5%	-13.7%	-3.0%
CC(C)n1c(O)c(N=NC(=O)c2ccccc2NS(=O)(=O)c2cccs2)c2ccccc21	-6.9	0.2%	-66.7%[inhibitor]	26.9	-4.7	1.3%	0.0%	2.0%	-6.5%
COc1ccc(OCC(O)CNS(=O)(=O)c2ccc(NC(C)=O)cc2)cc1 (stereo not drawn)	-0.7	-0.2%	1.7%	i	-0.7	-1.2%	3.7%	0.3%	-0.7%
Cc1cc(C)c2c(=O)n3c(nc2c1)C(CC(C)C)NC(=O)c1cc2ccccc2cc1-3 (stereo not drawn)	0.0	-9.3%	·	24.5	-9.1	-0.9%	-6.7%	4.4%	3.8%
CCCCOc1ccc(C(=O)NCC(=O)NCC(c2ccc(OC)cc2)N2CCOCC2)cc1 (stereo not drawn)	-27.0	-0.8%	-1.5%	0.0	-15.4	9.0%	9.5%	12.3%	-0.2%
CC1OC(OC2C(Oc3c(-c4ccc(O)cc4)oc4cc(O)cc(O)c4c3=O)OC(COC3O[C@@H](C)[C@H](O)[C@@H](O)C3O)C(O)C2O)C(O)C(O)C1O (stereo partly drawn)	11.5	0.1%	3.2%	-14.1	2.8	2.8%	-9.0%	4.6%	-5.0%
Cc1nnc(NC(=O)c2ccc(S(=O)(=O)N3CCCCCC3)cc2)o1	-71.9*	?	2.1%	-3.7	-3.1	-23.2%	?	-10.1%	-6.1%
Cc1cccc(NC(=O)c2nc[nH]c2C(=O)N[C@H](C)CO)c1	1.9	2.7%	·	-2.0	0.2	3.3%	-2.3%	20.5%	4.8%
C[C@@H]1CN([C@H](C)CO)C(=O)c2cc(Br)cnc2O[C@@H]1CN(C)C(=O)c1cccc(F)c1	5.0	0.0%	·	10.8	0.1	12.6%	0.0%	24.2%	-5.2%
CCN(CC)C(=O)C1CCN(c2ncnc3c2cnn3-c2ccc(C)cc2C)CC1	-5.3	-8.1%	21.1%	-12.9	-7.1	-2.2%	-10.2%	-11.3%	9.2%
CCCCN(C(C)=O)c1c(CC)nc2ccc(C(=O)Nc3cccc(OCC(=O)N(C)C)c3)cn12	21.2	0.0%	·	-15.6	-2.6	8.9%	5.3%	19.9%	6.0%
COc1ccc(Cl)cc1Nc1nc(C)cc(=O)[nH]1	-81.0*	?	2.3%	2.1	-14.6	0.5%	3.5%	5.7%	-10.7%
CCOC(=O)CSc1nc2cc(C(=O)NCc3ccco3)ccc2c(=O)n1C1CCCCC1	-24.7	1.8%	-0.7%	18.6	-4.6	2.4%	-13.3%	-3.8%	10.5%
COc1ccccc1Cn1c(=S)[nH]c2cc(C(=O)NC(C)C)ccc2c1=O	0.0	27.8%	?	4.2	2.4	5.4%	28.9%	0.2%	-1.6%
CCCCN1C(=O)C(CC(=O)NCC2CCCCC2)CC(C(=O)N2CCOCC2)=C1C (stereo not drawn)	?	16.9%	·	14.7	-7.2	4.4%	23.8%	-4.2%	10.0%
CCOC(=O)c1cn(-c2ccccc2)nc1-c1cccnc1	-3.9	?	-3.2%	-9.6	-4.1	-1.1%	?	6.6%	27.1%
NC(=O)c1c(NC(=O)CSc2nc(N)cc(=O)[nH]2)sc2c1CCCC2	0.4	-10.4%	-11.9%	71.9	-4.0	-14.4%	2.5%	5.2%	-3.2%
CCCN(C)C[C@H]1OCc2cnnn2CCCC(=O)N([C@H](C)CO)C[C@@H]1C	30.0	-1.1%	·	6.3	7.9	15.9%	-5.3%	16.0%	-2.7%
CCC(c1nnnn1-c1ccc2c(c1)OCCO2)N1CCN(CC)CC1 (stereo not drawn)	-28.8	14.0%	·	6.0	-8.8	11.5%	-15.0%	13.3%	-0.1%
Cn1c(=O)c2c(nc(Oc3ccccc3Cl)n2C)n(C)c1=O	-25.3	5.1%	-1.8%	6.5	-5.0	-4.7%	?	11.3%	-0.3%
CC1CCCC(NC(=O)COC(=O)c2ccc3c(c2)OCCO3)C1C (stereo not drawn)	4.8	11.2%	-16.4%	13.3	-9.0	2.0%	?	10.0%	6.9%
C=CCC1(CC=C)CCCN1C(=O)C1CCC(=O)N(CCc2ccc(Cl)cc2)C1 (stereo not drawn)	-1.1	-7.6%	?	0.0	-18.2	-0.3%	-18.0%	4.3%	-7.6%
CCN(C(=O)COn1nnc2ccc(S(=O)(=O)N(C)C)cc21)C1CCS(=O)(=O)C1 (stereo not drawn)	8.8	2.1%	-8.0%	1.4	0.2	2.6%	2.5%	-2.6%	-6.4%
Cc1ccc(OCC(=O)NCCS(=O)(=O)N2CCN(c3ccccc3)CC2)cc1	17.6	5.8%	-3.7%	10.9	-7.1	6.1%	-5.6%	-2.3%	-0.2%
Cc1cc(=O)[nH]c2c1c(C)nn2C(C)(C)C	-4.9	?	-1.6%	20.4	-5.9	-3.8%	-10.1%	-0.1%	1.3%
Cc1ccc(-n2c(C)cc(/C=N/NC(N)=S)c2C)cc1	?	-2.7%	-1.6%	34.1	-1.0	-1.2%	2.6%	-4.5%	-16.3%
O=C(Cc1ccccc1)NC(NC(=S)Nc1cc(Cl)ccc1Cl)C(Cl)(Cl)Cl (stereo not drawn)	?	-1.3%	-3.0%	24.0	-3.8	-23.7%	-4.8%	-13.6%	-10.8%
COC(=O)c1[nH]c2c(c1C)C(=O)CC(c1ccc(OC)c(OC)c1)C2 (stereo not drawn)	8.5	8.1%	-5.0%	19.4	1.3	7.4%	-7.5%	2.8%	9.3%
COc1ccc(C2C(C(=O)NCCN(C)C)c3cc(OC)c(OC)cc3C(=O)N2C)cc1OC (stereo not drawn)	-22.8	9.6%	-6.9%	18.8	-6.4	4.5%	6.5%	6.7%	-9.0%
Cc1ccc(NC(=O)COC(=O)c2ccccc2-c2nc3ccccc3s2)c(C)c1	5.6	11.3%	1.3%	-26.7	-2.6	4.4%	4.2%	3.3%	19.0%
COc1ccc(Nc2ncccc2C(=O)O)cc1	?	-2.9%	0.0%	0.1	-1.6	-9.7%	-5.0%	5.0%	-9.1%
CCOC(=O)N1CCN(C(=O)c2ccc3c(=O)n(-c4cc(OC)ccc4OC)c(=S)[nH]c3c2)CC1	5.1	4.6%	-2.3%	42.4	2.8	0.2%	0.0%	-2.9%	-1.2%

A second format for two compounds above.
smiles: Cc1ccc(NC(=O)COC(=O)c2ccccc2-c2nc3ccccc3s2)c(C)c1
  D3 antag = 5.6
  KB-3-1 tox = 11.3%
  SW480 rerep = 1.3%
  IL-1B inflam inh = -26.7
  DRD3 agonist = -2.6
  HT1080 IDH1KD tx = 4.4%
  KB-V1 MDR tox = 4.2%
  HT1080-NT tox = 3.3%
  GLP1R ag = 19.0%
smiles: COc1ccc(Nc2ncccc2C(=O)O)cc1
  D3 antag = ?
  KB-3-1 tox = -2.9%
  SW480 rerep = 0.0%
  IL-1B inflam inh = 0.1
  DRD3 agonist = -1.6
  HT1080 IDH1KD tx = -9.7%
  KB-V1 MDR tox = -5.0%
  HT1080-NT tox = 5.0%
  GLP1R ag = -9.1%

The listing continues.
SMILES	D3 antag	KB-3-1 tox	SW480 rerep	IL-1B inflam inh	DRD3 agonist	HT1080 IDH1KD tx	KB-V1 MDR tox	HT1080-NT tox	GLP1R ag
O=S(=O)(c1ccc(Cl)cc1)N1CCN(c2ccc(N3CCOCC3)nn2)CC1	-6.1	7.5%	3.7%	1.0	-10.8	12.8%	1.8%	17.0%	0.3%
COc1ccc(C2/C(=C(\O)c3cccc(OC)c3)C(=O)C(=O)N2c2ccccn2)cc1 (stereo not drawn)	12.9	-1.9%	-1.6%	11.3	-5.8	?	?	?	-6.9%
O=C(O)c1ccc2ncsc2c1	-0.7	3.4%	?	-11.0	1.6	5.7%	9.7%	-9.6%	3.6%
Fc1ccc(C(CNC(=S)NC2CCCCC2)N2CCOCC2)cc1 (stereo not drawn)	-7.5	-5.0%	3.1%	-21.7	-9.5	-10.8%	?	-5.0%	1.2%
Cc1csc(-c2cnn(-c3ccccc3)c2NC(=O)c2ccc(C(F)(F)F)cc2)n1	9.5	?	0.4%[9.22 µM]	-20.3	2.4	-19.4%	-22.7%	-1.9%	16.6%
COc1ccc(NC(=O)CSc2nnc(C3CC3)n2N)cc1	28.5	9.6%	-5.9%	2.2	-4.2	2.9%	7.3%	11.9%	-11.1%
